GSK3B inh: human GSK3beta kinase inhibitors, primary screen, biochemical, cell-free homogeneous, HTS | GST-GSK3beta kinase, ADP-Glo luminescence, 60 min; stronger effect = lower value | hit rate 0.038% among 300,000 | Glycogen synthase kinase-3 beta (Homo sapiens), P49841 | activity score (negative = inhibition), % at 10 µM;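 active = more than half of replicate wells score below -50%, meaning over 50% inhibition versus plate controls; inconclusive = some replicates but at most half score below -50%; inactive = no replicate scores below -50%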;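 note: 0% = median DMSO wells and -100% = median GW8510 positive control wells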
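Test system: GST-tagged human GSK3beta kinase, cell-free; evaluation: activity score scaled between in-plate DMSO and GW8510 controls; measured by: ADP-Glo luminescence; incubation: 60 min reaction, RT; benchmarks: DMSO and 20 µM GW8510; reagent: peptide substrate plus 25 µM ATP (final); medium: Tris/MgCl2 kinase buffer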
RGS4 act: RGS4 potentiators or activators, primary screen, cell-based, HEK293 M3R inducible RGS4, calcium flux; B-score at 10 µM; carbachol calcium flux Fluo4; stronger effect = lower value; hit rate 0.92% among 310,000;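 active = B-score of the integrated calcium signal more than 4 SD below the library mean, with starting fluorescence not abnormally high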;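 note: negative B-score means reduced calcium response which marks RGS4 activation or potentiation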
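Material: M3R-expressing HEK293 line, RGS4 induced by doxycycline | Schedule: Overnight RGS4 induction, 30 min dye load 37 °C, 20 min compound RT | Measured by: Fluo4 fluorescence kinetic imaging of calcium | Read-out: Integrated calcium ratio converted to B score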
KCNK3 block: human KCNK3 channel inhibitors, primary screen, CHO cells, FluxOR thallium flux, B-score; FluxOR fluorescence; stronger effect = lower value; B-score at 10 µM; hit rate 0.84% among 340,000;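 active = B-score under library mean minus 4 SD, starting fluorescence ratio at most library mean plus 5 SD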;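 note: more negative B-score means stronger inhibition of thallium flux through KCNK3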
Target sequence (O14649 whole entry, looked up): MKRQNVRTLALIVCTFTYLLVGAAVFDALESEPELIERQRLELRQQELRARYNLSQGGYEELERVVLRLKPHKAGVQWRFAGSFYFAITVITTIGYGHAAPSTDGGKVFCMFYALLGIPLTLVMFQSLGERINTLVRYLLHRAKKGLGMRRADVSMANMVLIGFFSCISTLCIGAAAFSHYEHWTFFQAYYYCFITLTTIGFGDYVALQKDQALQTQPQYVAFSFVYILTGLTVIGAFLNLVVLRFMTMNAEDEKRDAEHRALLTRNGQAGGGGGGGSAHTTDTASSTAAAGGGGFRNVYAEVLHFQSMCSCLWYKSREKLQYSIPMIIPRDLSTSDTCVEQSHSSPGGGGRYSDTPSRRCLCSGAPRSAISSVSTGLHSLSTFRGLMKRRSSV
Dyrk1A ADPGlo: rat Dyrk1A kinase inhibitors, primary screen, biochemical, single point, plate reader. Dual specificity tyrosine-phosphorylation-regulated kinase 1A (Rattus norvegicus), Q63470. inhibition, % at 12.5 µM. ADP-Glo luminescence, NFATc1 peptide. hit rate 0.43% among 310,000. AID 504441, 2011; in the data active = inhibition above about 50%;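 note: plate controls were vehicle with enzyme for no effect and no enzyme for full effect; many of its hits are not listed in these tables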
HDAC3 inhib: HDAC3 deacetylase inhibitors, primary screen, biochemical, fluorescence, cell-free homogeneous; Histone deacetylase 3 (Homo sapiens), O15379; recombinant HDAC3, fluorogenic peptide/trypsin coupled; inhibition, % at 8.3 µM; hit rate 0.15% among 320,000; AID 2718, 2010; in the data active = inhibition above about 26%, passing the limit was not always enough; inconclusive = no clear call, values can overlap the other calls
GSK3 alpha inh: blockers of GSK3A enzyme activity – biochemical, luminescence, cell-free homogeneous, HTS, primary screen; Glycogen synthase kinase-3 alpha (Homo sapiens), P49840; GSK-3 alpha kinase, ADP-Glo luminescence, 60 min; inhibition, % at 10 µM; hit rate 0.1% among 320,000; AID 2650, 2010;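 in the data active = inhibition above about 50%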;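 note: GST-tagged GSK-3 alpha with peptide substrate and 25 µM ATP; 0% = DMSO neutral wells and 100% = GW8510 positive control wells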
Target sequence (P49840 whole entry, looked up): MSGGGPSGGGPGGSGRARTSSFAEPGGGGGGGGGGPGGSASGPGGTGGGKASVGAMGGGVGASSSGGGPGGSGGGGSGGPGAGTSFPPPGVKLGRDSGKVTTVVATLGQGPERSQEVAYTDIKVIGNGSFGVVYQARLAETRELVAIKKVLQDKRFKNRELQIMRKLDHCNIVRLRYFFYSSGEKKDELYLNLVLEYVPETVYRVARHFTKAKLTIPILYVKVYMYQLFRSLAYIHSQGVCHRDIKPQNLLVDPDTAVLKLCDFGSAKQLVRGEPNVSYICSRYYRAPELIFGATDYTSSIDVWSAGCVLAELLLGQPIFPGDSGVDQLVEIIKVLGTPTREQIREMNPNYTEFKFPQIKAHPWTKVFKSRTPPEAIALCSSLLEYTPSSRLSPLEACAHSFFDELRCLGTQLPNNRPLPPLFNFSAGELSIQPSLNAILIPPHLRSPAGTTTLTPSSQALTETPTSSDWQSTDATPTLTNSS
KCNQ1 pot: potentiators or activators of KCNQ1 channel, primary screen, cell-based, thallium flux, high-throughput; Potassium voltage-gated channel subfamily KQT member 1 (Homo sapiens), P51787; CHO-K1 KCNQ1, thallium flux FluxOR fluorescence; stronger effect = higher value; B-score at 10 µM; hit rate 0.35% among 310,000;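 active = fluorescence ratio B-score, a plate-corrected score, at least three library SD, with initial intensity B-score within 5 SD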
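Medium – assay buffer, equal DMSO in all wells · Material – CHO-K1 cell line with stable KCNQ1 potassium channel expression · Signal – kinetic FluxOR thallium fluorescence, 10-s 1-Hz baseline, 110-s post-stimulus read · Compound – single concentration per compound, DMSO matched to controls · Schedule – 37 °C overnight plating, 90-min dark dye load, 20-min compound pretreatment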
KCNK9 block: KCNK9 potassium channel inhibitors, primary screen, HEK293 cells, thallium flux. B-score at 10 µM. Potassium channel subfamily K member 9 (Homo sapiens), Q9NPC2. FluxOR thallium flux fluorescence; stronger effect = lower value. hit rate 1.2% among 310,000;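 active = ratio B-score over 3 SD below the library mean, with starting fluorescence within 5 SD of its mean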;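 note: negative B-score means less thallium flux so channel inhibition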
hERG rescue: hERG rescue from dofetilide block, primary screen, cell-based, CHO-hERG, FluxOR thallium flux, dofetilide IC70 | activation (rescue from dofetilide block), less the hit threshold, % at 10 µM | Voltage-gated inwardly rectifying potassium channel KCNH2 (Homo sapiens), Q12809 | hit rate 0.51% among 310,000 | dofetilide IC70 present;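 active = activation above the mean of controls blocked by dofetilide plus 5 SD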;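 note: thallium influx through hERG after potassium depolarization seen as dye fluorescence rise; in these data hits start at about 4.7%; inactives centre near -7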
PolyA inh: polyadenylation inhibitors in yeast reporter cells, primary screen, luminescence, S. cerevisiae; S. cerevisiae SKY197-pL101 polyadenylation reporter, beta-gal luminescence; efflux-impaired pdr1/pdr3 knockout yeast; score 100 = 6 SD above DMSO; calls only at 12 µM; hit rate 0.02% among 300,000; AID 1875, 2009;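 active = lowest replicate activity score at least 50, where 100 means six control SD above control mean; inconclusive = lowest score under 50 but half or more replicates reach 50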;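 note: yeast exposed to compound for 9 h at 30 °C; higher score means more reporter readthrough which indicates perturbed polyadenylation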
KCNQ1 inh: inhibitors of human KCNQ1 channel, primary screen, cell-based, thallium flux, high-throughput. Potassium voltage-gated channel subfamily KQT member 1 (Homo sapiens), P51787. CHO-K1 KCNQ1, FluxOR thallium flux fluorescence; stronger effect = higher value. B-score at 10 µM. hit rate 1.3% among 310,000. AID 2642, 2010;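 active = compounds whose thallium flux B-score, printed positive for inhibition, exceeds three library SD while starting fluorescence stays within three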;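 note: channel opened by potassium depolarization with thallium stimulus after 20 min compound exposure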
The depositor's hits bear a star; i = inactive; u = inconclusive; x = no result given. The list is partial; rates above refer to the full screens.

SMILES | GSK3B inh | RGS4 act | KCNK3 block | Dyrk1A ADPGlo | HDAC3 inhib | GSK3 alpha inh | KCNQ1 pot | KCNK9 block | hERG rescue | PolyA inh | KCNQ1 inh
Cc1cc(C)nc(NC(=O)c2ccc(OC(C)C)cc2)n1 | 5.1 | i | i | 11.3 | -0.6 | 1.1 | i | i | -2.7 | i | i
COc1cccc(NC(=S)N2CCN(Cc3ccccc3)CC2)c1 | -1.8 | i | i | -6.1 | -2.8 | -2.2 | i | i | -5.0 | i | i
CCn1cc(C(=O)NCC(=O)NCCCN2CCOCC2)c(=O)c2cc3c(cc21)OCO3 | -5.3 | i | i | x | 1.6 | 2.3 | i | i | -4.4 | i | i
Cc1nc2ncnn2c(C)c1CCC(=O)NC(C)CCc1ccco1 (centres undefined) | 1.9 | i | i | -2.7 | -1.2 | 2.1 | i | i | -11.6 | i | i
O=C(CCCNC(=O)c1ccc(Cl)cc1)NCc1ccccc1Cl | 2.1 | i | i | -3.1 | x | -2.3 | i | i | -2.6 | i | i
CCN(CC(=O)Nc1ccc(NC(C)=O)cc1)C(=O)/C=C/c1ccc([N+](=O)[O-])cc1 | 4.3 | i | i | 6.5 | -1.7 | 0.1 | i | i | -11.6 | i | i
Cc1ccc(-c2csc(NC(=O)COc3ccc(N(C)S(=O)(=O)c4ccc(C)cc4)cc3)n2)cc1 | 3.8 | i | i | -7.2 | 3.5 | 2.6 | i | i | -11.7 | i | i
CCn1c(-c2cccn(Cc3ccc(Cl)cc3Cl)c2=O)n[nH]c1=S | -10.9 | i | i | 4.3 | -1.3 | -2.3 | i | i | -12.9 | i | i
CCn1cc(CN2CCC(n3nccc3NC(=O)CCOc3ccccc3)CC2)c(C)n1 | 1.0 | i | i | -4.6 | x | x | i | i | -11.2 | i | i
Cc1ccc(C(=O)C2=C(O)C(=O)N(Cc3cccnc3)C2c2cccc(Oc3ccccc3)c2)o1 (centres undefined) | 0.2 | i | x | x | 1.9 | -2.4 | i | i | -11.2 | i | i
COc1ccc(C2C(C(=O)Nc3cccc(C)n3)c3ccccc3C(=O)N2C)cc1 (centres undefined) | 1.5 | i | i | 4.5 | 1.6 | 0.1 | i | i | -10.8 | i | i
CCOC(=O)C/C(C)=N/NC(=O)CNc1cccc(Cl)c1C | 0.4 | i | i | x | -4.4 | -2.6 | i | i | -9.6 | i | i
Cc1cccc(N2CC(C(=O)Nc3nnc(SCC(=O)N4CCOCC4)s3)CC2=O)c1 (centres undefined) | -1.9 | i | i | -10.4 | -1.3 | 0.4 | i | i | -10.6 | i | i
COc1ccc(-c2nc(CSCC(=O)NCC3CCCO3)c(C)o2)cc1OC (centres undefined) | 1.8 | i | i | 1.8 | 2.8 | -2.5 | i | i | 0.0 | i | i
CCCN1CCN(CCCNC(=O)c2ccc(CS(=O)c3ccccc3C)o2)CC1 (centres undefined) | -3.1 | i | i | 1.0 | -2.8 | 0.5 | i | i | -6.6 | i | i
N#C/C(=C(/O)COC(=O)c1ccccc1O)c1nc2ccccc2s1 | 1.0 | i | i | 1.9 | 2.8 | -1.2 | i | i | -11.8 | i | i
O=C(CSc1nnnn1-c1ccc(F)cc1)NC1CCCCC1 | 0.8 | i | i | -6.2 | x | 0.6 | i | i | -8.1 | i | i
O=C(/C=C/c1ccccc1)Nn1cnnc1 | -1.2 | i | i | 4.9 | 5.3 | -1.5 | i | i | -9.8 | i | i
Cc1ccc(N(C(=O)c2ccc3c(c2)OCO3)C2C=CS(=O)(=O)C2)cc1C (centres undefined) | 5.3 | i | i | -0.1 | x | -0.5 | i | i | -8.5 | i | i
CCSCc1nnc(SCC(=O)Nc2nccs2)n1CC | -3.8 | i | i | x | -4.4 | 5.8 | i | i | -5.9 | i | i
O=C(CCc1ccccc1)Nc1ccc(NC(=O)C2CCCCC2)nc1 | -2.1 | i | i | -1.8 | 3.8 | 2.6 | i | i | -8.6 | i | i
CC(C)OCCCNC(=O)c1ccc2c(c1)ncn2C1CCCC1 | -0.6 | i | i | 2.8 | -1.0 | -2.2 | i | i | -3.7 | i | i
COc1ccc(NC(=O)CSCC(=O)N(C)Cc2c(F)cccc2Cl)cc1 | 0.9 | i | i | 0.6 | -4.3 | -1.3 | i | i | -20.7 | i | i
O=C1c2ccccc2NC(c2ccccc2)N1CCCN1CCOCC1 (centres undefined) | -7.4 | i | i | 7.7 | -22.5 | -0.2 | i | i | -13.3 | i | i
O=C1OC(NC(=O)c2ccccc2)C(n2cc(CO)nn2)=C1Cl (centres undefined) | 2.9 | i | i | 5.0 | -2.7 | -0.9 | i | i | -8.0 | i | i
O=C(NCc1cccs1)c1ccc([N+](=O)[O-])cc1 | -2.4 | i | i | 5.5 | 2.9 | -2.4 | i | i | -2.8 | i | i
O=C(O)CSc1nnc(-c2ccc(Cl)cc2Cl)n1-c1ccc(Cl)cc1 | -0.9 | i | i | -3.6 | -2.3 | -1.1 | i | i | -7.0 | i | i
O=C(CCNC(=O)C1CCN(S(=O)(=O)c2ccc(F)cc2)CC1)NCCc1cccc(F)c1 | 1.1 | i | i | -4.6 | 3.2 | -2.3 | i | i | -6.2 | i | i
O=C(N1CCCCCC1)N1CCN(C(=O)N2CCOCC2)CC1 | 3.8 | i | i | 2.8 | 3.4 | -1.3 | i | i | -4.6 | i | i
COc1ccc(N2C(=O)CC(S/C(N)=N/N=C(\C)c3cccs3)C2=O)cc1 (centres undefined) | 2.3 | i | i | 3.8 | -4.3 | 1.1 | i | i | -12.6 | i | i
CC1CC(C)CN(c2ccc([N+](=O)[O-])nc2)C1 (centres undefined) | -3.7 | i | i | 33.8 | 8.8 | -0.3 | i | i | -10.4 | i | i
Cc1ccc(Cn2c(SCC(C)C)nc3c2c(=O)n(C)c(=O)n3C)cc1 | 4.2 | i | i | -1.4 | 1.9 | -4.2 | i | i | -15.2 | i | i
C=CCn1c(SCc2nc3ccccc3c(=O)[nH]2)nc2sc3c(c2c1=O)CCCC3 | 1.0 | i | x | x | -7.2 | -1.3 | i | i | -15.1 | i | i
CC[C@H](C)[C@H](NC(=O)OCc1ccccc1)C(=O)OCC(=O)N(C)CC(=O)Nc1ccccc1Cl | 2.9 | i | i | 10.1 | x | x | i | i | -6.5 | i | i
COC(=O)c1ccc(COc2cc(C)ccc2C)o1 | -2.1 | i | i | -2.0 | -6.0 | -1.0 | i | i | -2.7 | i | i
Cc1ccc(Cl)cc1N1CCN(C(=O)CN(C2CCCCC2)S(C)(=O)=O)CC1 | -7.8 | i | i | -2.3 | -1.0 | -1.7 | i | i | -9.3 | i | i
Cc1cnc(NC(=O)c2cc3c(C)nn(-c4ccccc4)c3s2)s1 | -0.1 | i | i | 12.3 | -1.0 | -3.0 | i | i | -7.2 | i | i
CCC1(c2ccccc2)NC(=O)N(CC(=O)N(C)Cc2c(F)cccc2Cl)C1=O (centres undefined) | -0.7 | i | i | 1.9 | -0.5 | 0.6 | i | i | -9.9 | i | i
c1ccc2[nH]c(-c3ccc4c(c3)OCO4)nc2c1 | -7.1 | i | i | x | -6.6 | 10.3 | i | i | -5.7 | i | i
CCCn1c(SCC(=O)NCCc2ccccc2)nnc1-c1ccccn1 | -3.6 | i | i | 4.9 | 4.8 | -0.8 | i | i | -4.8 | i | i
C[C@H](NC(=O)c1ccccc1Cl)C(=O)OC(C(=O)Nc1cc(C(F)(F)F)ccc1Cl)c1ccccc1 (some centres undefined) | 2.2 | i | -11* | 29.3 | 3.4 | -0.3 | i | -18.4* | -3.0 | i | i
O=C(NCCO)C1CCN(S(=O)(=O)c2ccc(F)cc2)CC1 | 2.8 | i | i | 3.8 | -2.5 | -2.4 | i | i | -8.8 | i | i
O=C(CCl)N(CCc1ccccc1)CCc1ccccc1 | 1.1 | i | i | 5.4 | u | 0.7 | i | i | -9.4 | i | i
CCCCNc1cc(C)nc(NCc2ccccc2)n1 | -3.0 | i | i | 7.3 | -0.8 | x | i | i | -19.8 | i | 10*
CC(C)CC(=O)Nc1ccc(C(=O)NNC(=S)NC(=O)C2CCCCC2)cc1 | -1.3 | i | i | 9.5 | 7.9 | -0.1 | i | i | -4.0 | i | 7*
COc1ccc(C(=O)/C=C2\NCC3c4ccccc4CCN3C2=O)cc1 (centres undefined) | 1.0 | i | i | -1.4 | -8.7 | -0.3 | i | i | -5.9 | i | i
CC(C)OCCCNC(=O)CN1C(=O)c2cccc3cccc1c23 | 0.9 | i | i | 13.3 | -0.8 | -2.8 | i | i | -9.7 | i | i
COc1cc2ccc(=O)oc2c(CC=C(C)C)c1OC | 0.7 | i | i | 10.9 | -3.3 | 0.1 | i | i | -10.2 | i | i
Cc1ccn2c(c1)nc(=S)n2C(=O)c1ccco1 | -0.5 | i | x | x | 3.3 | -0.8 | i | i | -12.2 | i | i

A second format for two compounds above.
Value order – GSK3B inh | RGS4 act | KCNK3 block | Dyrk1A ADPGlo | HDAC3 inhib | GSK3 alpha inh | KCNQ1 pot | KCNK9 block | hERG rescue | PolyA inh | KCNQ1 inh
CC1CC(C)CN(c2ccc([N+](=O)[O-])nc2)C1 (centres undefined)
  -3.7 | i | i | 33.8 | 8.8 | -0.3 | i | i | -10.4 | i | i
Cc1ccc(Cn2c(SCC(C)C)nc3c2c(=O)n(C)c(=O)n3C)cc1
  4.2 | i | i | -1.4 | 1.9 | -4.2 | i | i | -15.2 | i | i

Compound activity from PubChem BioAssay.
